PfHsp90 yeast 2: inhibits growth of yeast expressing Plasmodium falciparum Hsp90; inhibition, % at 9.4 µM; S. cerevisiae expressing PfHsp90, BacTiter-Glo ATP, 48 h; yeast lacking PDR1 and PDR3 efflux regulators; 310,000 tested, 0.32% active;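 active = every replicate shows inhibition above about 80%, whatever the replicate mean, limit read from the data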;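 also: 0% = DMSO neutral controls and 100% = 20 µM radicicol positive controls; yeast relying on Plasmodium falciparum Hsp90 in place of its own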
phage Ecoli inh: E. coli growth loss with phage present; growth absorbance; inhibition, % at 11.9 µM; 360,000 tested, 0.26% active; AID 651602; in the data active = inhibition above about 11%
HTR5A inv ag: inverse agonist of human HTR5A in OPRM1-OPRD1 counter-screen | P47898 | HTR5A cell line, luminescence, inverse agonism | inhibition, % at 9.3 µM | 340,000 tested, 0.083% active; in the data active = inhibition mostly above about 23%, no sharp cut-off; inactive = mostly below about 18%;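 also: 0% = cells with DMSO and 100% = no-cell wells with DMSO; some compounds called inactive have numbers as strong as hits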
OPRM1-OPRD1 ag: agonists of human mu-delta opioid receptor heterodimerization; activation, % at 9.3 µM; cells, OPRM1-OPRD1 heterodimerization, luminescence; AID 504326; P35372+P41143; 340,000 tested, 0.3% active; in the data active = activation above about 18%;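 also: 0% = vehicle-treated cells and 100% = reference agonist; values of inactives mirror those of a sister screen read the other way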
Target sequence (P35372 whole entry, looked up): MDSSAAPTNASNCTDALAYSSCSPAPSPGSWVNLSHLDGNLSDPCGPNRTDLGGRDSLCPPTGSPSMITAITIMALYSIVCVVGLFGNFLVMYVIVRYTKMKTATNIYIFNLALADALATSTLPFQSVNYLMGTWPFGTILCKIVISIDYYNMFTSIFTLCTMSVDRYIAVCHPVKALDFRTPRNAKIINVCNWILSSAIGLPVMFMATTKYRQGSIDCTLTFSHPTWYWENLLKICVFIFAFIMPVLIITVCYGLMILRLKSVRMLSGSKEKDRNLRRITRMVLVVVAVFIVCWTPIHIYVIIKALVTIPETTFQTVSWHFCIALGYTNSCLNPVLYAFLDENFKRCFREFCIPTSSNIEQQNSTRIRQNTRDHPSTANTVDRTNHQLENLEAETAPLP
Target sequence (P41143 whole entry, looked up): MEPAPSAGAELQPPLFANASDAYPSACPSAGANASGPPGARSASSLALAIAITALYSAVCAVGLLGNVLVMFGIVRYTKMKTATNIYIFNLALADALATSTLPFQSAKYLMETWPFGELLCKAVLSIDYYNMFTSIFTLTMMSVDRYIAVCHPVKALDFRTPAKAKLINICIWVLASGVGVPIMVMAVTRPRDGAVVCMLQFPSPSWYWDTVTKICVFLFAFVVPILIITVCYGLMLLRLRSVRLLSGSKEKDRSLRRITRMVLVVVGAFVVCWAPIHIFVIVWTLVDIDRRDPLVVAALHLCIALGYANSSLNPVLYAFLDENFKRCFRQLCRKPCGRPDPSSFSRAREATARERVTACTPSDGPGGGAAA
AddAB inh: less growth of phage-infected E. coli with AddAB | E. coli expressing H. pylori AddAB, absorbance growth | inhibition, % at 11.9 µM | 330,000 tested, 0.29% active | AID 435030; in the data active = inhibition above about 12%;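 also: 0% = vehicle wells of infected cells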
DSG3 Ab inh: inhibitors of pemphigus antibody binding to human desmoglein-3. DSG3-coupled beads, scFv-anti-DSG3-GFP binding, flow cytometry; stronger effect = lower value. binding (percent of control), % at 10 µM. 310,000 tested, 0.48% active. AID 588358;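 active = binding more than 3 SD below its plate's average and above zero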;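 also: hits lower antibody fragment binding to DSG3; some compounds called inactive have numbers as strong as hits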
PKA-R1A act: PKA-R1A complex activation; 340,000 tested, 0.083% active; PKA-R1A dissociation, Cy5-IP20 fluorescence polarization; scaled: DMSO 0%, 113 µM cGMP 100%; P00514+P68181; activation, % at 11.4 µM;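 active = percent activation above the mean of all tested compounds plus 3 SD, cut at about 19% in these data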;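 also: higher means more PKAc released from R1A so a rise in polarization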
HTR5A ag ctr: counter-screen for OPRM1-OPRD1 agonists: human HTR5A agonism; P47898; HTR5A agonist assay, luminescence, cell-based; activation, % at 9.3 µM; 340,000 tested, 0.61% active; AID 504692; in the data active = activation mostly above about 9.5%, no sharp cut-off; inactive = mostly below about 7.6%;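 also: 0% = cells with vehicle only and 100% = reference agonist; strong numbers were not always called active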
MOR-DOR inv ag: inverse agonist of human OPRM1-OPRD1 heterodimerization; cell-based MOR-DOR heterodimer luminescence, inverse agonism; inhibition, % at 9.3 µM; 340,000 tested, 0.21% active; AID 504357; in the data active = inhibition above about 22%, passing the limit was not always enough;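 also: 0% = cells with DMSO and 100% = wells without cells with DMSO; values of inactives mirror those of a sister screen read the other way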
E coli growth: counter-screen for AddAB inhibitors: E. coli growth inhibition; inhibition, % at 11.9 µM; E. coli V3065 growth, OD600 absorbance, 18 h; 330,000 tested, 0.27% active;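 active = inhibition above the campaign's mean inhibition across all tested compounds plus 3 SD, cut at about 9.9% in these data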;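 also: uninfected addAB+ strain grown without phage in ampicillin broth; 0% = DMSO wells and 100% = ciprofloxacin 0.95 µg/ml wells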
Mot1-301 SUMO: blocks SUMOylation pathway, rescuing yeast Mot1-301 growth; S. cerevisiae Mot1-301 growth rescue, ATP luminescence, 38.5C; percent above DMSO median, 100 means doubled; 320,000 tested, 1% active; growth rescue, % at 18.8 µM;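 active = every valid replicate shows activation above 250% relative to neutral control wells; inactive = the rest, any valid replicate at or below 250%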;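 also: OY570 slx delta 5 strain wells were the positive control but not used for scaling; some compounds called inactive have numbers as strong as hits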
The depositor's hits bear a star; i = inactive; . = no result given.

The first eleven records, to show the layout:
SMILES	PfHsp90 yeast 2	phage Ecoli inh	HTR5A inv ag	OPRM1-OPRD1 ag	AddAB inh	DSG3 Ab inh	PKA-R1A act	HTR5A ag ctr	MOR-DOR inv ag	E coli growth	Mot1-301 SUMO
COc1ccc(-c2nnc(SCC(=O)N3CCCCC3)o2)cc1	17	1.7	-15	-1.9	3.2	93	-3	6	10	-0.5	542*
COc1cc(C=O)ccc1OCC(=O)NC(C)(C)C	18	1.6	11	-2.2	-1.7	84	9	-1	11	-0.9	37
O=C(COc1ccc2ccccc2c1Br)Nc1cccnc1	-17	1.8	22	-1.4	2.1	102	-15	4	7	-1.0	7
Clc1cccc(COn2c(-c3ccc(Cl)cc3Cl)nc3ncccc32)c1	7	3.5	-12	3.9	-2.4	108	-13	3	-21	-0.5	103
CCOCCCNC(=O)C(NC(=O)c1ccc(NC(C)=O)cc1)c1ccccc1 (stereo unspecified)	-15	1.8	11	-2.5	2.9	95	-2	-4	15	1.6	-10
Cc1ccc(-n2nc3c(N4CCC(C(=O)NCc5ccc(C)o5)CC4)nnc(C)c3c2C)cc1	18	2.5	10	-1.4	-0.3	113	1	1	8	-1.0	234
CSc1cccc(CN2CCC(Oc3ccc(C(=O)N4CCCCC4)cc3)CC2)c1	6	4.3	-19	-0.3	-1.4	111	5	2	2	0.6	29
COc1ccc(OC)c(NC(=O)c2ccccc2NS(=O)(=O)c2cccc3cccnc23)c1	15	2.5	-8	-0.3	1.6	107	-3	0	2	0.9	199
CCCCc1nc(SCC(=O)Nc2cc(C)on2)n[nH]1	22	1.2	-3	-3.3	1.8	97	-6	1	19	0.6	9
CCOc1ccc(CC(C(=O)NN)C(=O)NN)cc1CN(C)C	15	1.8	-3	-0.7	2.3	82	-3	0	4	0.1	-17
Cc1ccc(C)c(OCC(=O)N(C)CC(=O)Nc2ccc(Cl)c(C(F)(F)F)c2)c1	-7	0.1	-21	-0.7	-1.1	103	-12	3	3	-2.3	18

The list itself, repeating the preview:
SMILES	PfHsp90 yeast 2	phage Ecoli inh	HTR5A inv ag	OPRM1-OPRD1 ag	AddAB inh	DSG3 Ab inh	PKA-R1A act	HTR5A ag ctr	MOR-DOR inv ag	E coli growth	Mot1-301 SUMO
COc1ccc(-c2nnc(SCC(=O)N3CCCCC3)o2)cc1	17	1.7	-15	-1.9	3.2	93	-3	6	10	-0.5	542*
COc1cc(C=O)ccc1OCC(=O)NC(C)(C)C	18	1.6	11	-2.2	-1.7	84	9	-1	11	-0.9	37
O=C(COc1ccc2ccccc2c1Br)Nc1cccnc1	-17	1.8	22	-1.4	2.1	102	-15	4	7	-1.0	7
Clc1cccc(COn2c(-c3ccc(Cl)cc3Cl)nc3ncccc32)c1	7	3.5	-12	3.9	-2.4	108	-13	3	-21	-0.5	103
CCOCCCNC(=O)C(NC(=O)c1ccc(NC(C)=O)cc1)c1ccccc1 (stereo unspecified)	-15	1.8	11	-2.5	2.9	95	-2	-4	15	1.6	-10
Cc1ccc(-n2nc3c(N4CCC(C(=O)NCc5ccc(C)o5)CC4)nnc(C)c3c2C)cc1	18	2.5	10	-1.4	-0.3	113	1	1	8	-1.0	234
CSc1cccc(CN2CCC(Oc3ccc(C(=O)N4CCCCC4)cc3)CC2)c1	6	4.3	-19	-0.3	-1.4	111	5	2	2	0.6	29
COc1ccc(OC)c(NC(=O)c2ccccc2NS(=O)(=O)c2cccc3cccnc23)c1	15	2.5	-8	-0.3	1.6	107	-3	0	2	0.9	199
CCCCc1nc(SCC(=O)Nc2cc(C)on2)n[nH]1	22	1.2	-3	-3.3	1.8	97	-6	1	19	0.6	9
CCOc1ccc(CC(C(=O)NN)C(=O)NN)cc1CN(C)C	15	1.8	-3	-0.7	2.3	82	-3	0	4	0.1	-17
Cc1ccc(C)c(OCC(=O)N(C)CC(=O)Nc2ccc(Cl)c(C(F)(F)F)c2)c1	-7	0.1	-21	-0.7	-1.1	103	-12	3	3	-2.3	18
O=C(CN1CCc2ccccc21)NCc1ccccc1Cl	3	2.7	17	1.6	1.2	101	-11	-5	-9	0.3	-9
O=C(c1ccccc1)c1ccc2nc(N3CCCCC3)c3nncn3c2c1	-119	-1.5	8	3.9	1.9	99	-7	-3	-20	-1.7	89
O=C(CCc1ccccc1)Nc1cc(C(=O)O)cc(C(=O)O)c1	-17	1.4	-6	-0.5	2.8	102	-4	1	2	-1.7	25
COc1ccc2nc(Nc3ccccc3)sc2c1	5	3.4	4	-0.3	1.8	91	-1	-1	1	1.7	13
CC(OC(=O)Cc1c[nH]c2ccccc12)C(=O)N(C)c1ccccc1 (stereo unspecified)	14	1.9	-25	0.2	6.0	100	-3	8	-1	1.2	-17
Cc1ncc([N+](=O)[O-])n1CCOC(=O)c1cc(Cl)cc(Cl)c1N	18	2.1	-21	3.9	3.8	104	-7	3	-22	1.7	16
CCN(C(=O)CN1C(=O)S/C(=C\c2cccc(OC)c2)C1=O)C1CCS(=O)(=O)C1 (stereo unspecified)	-10	1.2	-9	-0.4	-1.5	95	0	7	2	-3.3	1
O=C(NCCCN1CCOCC1)C1CC(=O)N(C2CCCCC2)C1 (stereo unspecified)	2	2.5	10	0.0	-0.8	96	-12	-1	0	1.4	-5
CC1CCCC(C)N1CCNC(=O)C1CCN(S(=O)(=O)N2CCCCC2)CC1 (stereo unspecified)	-59	4.0	-2	-0.3	-0.3	104	5	4	2	2.4	171
CC(C)C1NC(C(=O)O)Cc2c1[nH]c1ccccc21 (stereo unspecified)	-24	1.5	-11	0.6	2.1	95	8	-1	-3	-0.1	14
COc1cccc(/C=C2/SC(=S)N(CCCC(=O)Nc3ccc(O)cc3)C2=O)c1	22	1.6	-9	-2.9	-0.7	100	-6	4	15	-0.9	-7
CCN1C(=O)N[C@@H](c2cccc(F)c2)C(C(=O)OC)=C1C	-15	1.7	-14	-1.1	1.1	95	-6	-1	6	-0.4	-11
CCCn1c(=O)c(C(=O)N/N=C/c2ccc(F)cc2)c(O)c2ccccc21	42	0.1	-16	-0.4	3.0	.	-10	2	2	-2.3	191
CC(C)[C@@H](CO)NC(=O)c1ccc2c3n(nc2c1)-c1ccc(Cl)cc1CO3	6	2.8	-2	0.1	-1.1	97	-3	1	-1	-0.6	-2
CC(C)c1ccc(Nc2ncccc2C(=O)O)cc1	7	5.3	-3	0.6	2.7	99	-1	3	-3	-0.4	-2
COc1cccc(Nc2nc(C)cc(C)c2C(N)=O)c1	-23	0.2	4	-0.8	2.7	115	5	-2	4	2.1	-3
CC(C)(C)C1CCC(C(=O)NCCc2ccc(S(N)(=O)=O)cc2)CC1 (stereo unspecified)	-13	2.1	-16	1.3	2.4	98	2	1	-11	0.1	4
CCOC(=O)c1c(C)c(C(=O)Nc2ccc3c(c2)OCCO3)c(C)n1CC	13	0.6	10	-0.9	2.6	99	-10	-3	5	0.8	2
O=C(NCc1n[nH]c(=S)n1Cc1ccccc1)c1ccccc1	19	3.7	-7	1.7	-1.5	105	-3	-2	-9	-1.1	.
CN(CC(=O)Nc1cccc(F)c1)C(=O)c1cccc(-n2cccc2)c1	10	1.5	13	-1.2	0.3	96	9	3	6	-1.4	-12
CC1CCN(CCCn2c(SCC(=O)NC3CCCC3)nc3ccccc3c2=O)CC1	-5	-1.9	5	-0.6	-1.1	.	-2	-1	3	-2.1	19
CCCOc1ccc(C(=O)CCC(=O)OCC(=O)Nc2cccc(S(N)(=O)=O)c2)cc1	3	4.0	-9	-0.3	.	105	0	-3	2	.	.
CCOC(=O)c1nn(-c2ccc(Cl)cc2)c2nc(CC)c(C#N)c(=O)n12	2	1.7	-2	-3.5	1.9	101	-6	1	19	2.5	24
Cc1cc(C)nc(NS(=O)(=O)c2ccc(N/C=C3\CCCC3=O)cc2)n1	29	2.3	16	-3.0	3.6	102	-1	-6	12	0.6	21
CCCc1[nH]nc2c1C(c1ccccc1OCC)C(C#N)=C(N)O2 (stereo unspecified)	.	2.3	20	-1.3	2.6	108	-10	2	8	-1.0	-4
O=C(NCCc1ccccc1)c1c(O)c2ccccc2[nH]c1=O	-6	3.4	-20	0.1	1.7	104	-12	2	0	0.2	-3
Cc1ccccc1NC(=S)NCC(c1cccnc1)N(C)C (stereo unspecified)	9	3.1	0	216*	1.9	96	1	0	i	1.4	21
CCN1C(=O)c2ccccc2Sc2ccc(C(=O)O)cc21	39	5.0	-9	-2.9	-0.2	90	6	3	13	-1.1	-19
CCc1nc(SCC(=O)Nc2ccnc3ccccc23)n[nH]1	7	0.1	6	-0.4	2.0	100	6	1	2	-0.2	-1
CC(C)(C)c1nc(C(C)(C)C)c(Br)c(=O)[nH]1	-24	6.4	-10	6.1	-1.2	101	1	4	-37	1.6	.
CCCCOC(=O)C1=C(C)NC(=O)NC1c1ccc2c(c1)OCO2 (stereo unspecified)	6	1.6	16	-0.7	.	116	-16	0	4	.	.
Cc1cc(C)c(C#N)c(SCS(=O)Cc2ccc(Cl)cc2)n1 (stereo unspecified)	-42	2.7	-14	-0.5	2.2	99	-9	4	3	-0.9	24
O=C(OCC(=O)N1CCCC1)c1cncc(Br)c1	12	2.2	-5	-1.8	5.2	109	-6	1	9	0.8	0
O=C(CSc1nnc(-c2ccccc2)o1)N1CCCC1	-13	1.2	-2	-1.3	-1.2	.	-2	1	8	-0.1	-6
CCOc1ccc(/C=C2\SC(=S)N(NC(=O)c3ccncc3)C2=O)cc1OC	.	2.7	.	.	-1.6	106	.	.	.	-0.9	3
COc1ccc(C(=O)Nc2ccc3oc(-c4cccnc4)nc3c2)cc1OC	-22	0.9	-21	-0.4	1.9	104	-1	-3	2	-0.2	0
CC(C)(Oc1ccc(Cl)cc1)C(=O)Nc1c2c(nn1C(C)(C)C)CS(=O)(=O)C2	19	1.8	0	0.0	2.7	108	7	0	0	-0.4	-11
O=C(CN1CCN(S(=O)(=O)c2cc(Br)ccc2Br)CC1)NCc1ccccc1Cl	-7	-2.4	-4	10	.	76	-5	2	-41	.	.
O=S(=O)(CCOc1ccccc1)N1CCOCC1	-5	1.0	-23	-3.0	4.3	107	-8	2	14	-0.5	10
CCC(C(=O)NCC1CCCO1)N(Cc1ccc(F)cc1)C(=O)CNS(=O)(=O)c1ccccc1 (stereo unspecified)	-2	0.2	4	2.3	1.2	92	-6	7	-16	-3.0	7
